Source: PubChem (several laboratories)
Anthrax LF prot: anthrax lethal factor protease inhibition; inhibition, % at 10 µM; multiplex microsphere protease cleavage assay, LF; P15917; AID 588501; hit rate 0.12% among 360,000; note: plate controls were buffer without enzyme for full effect and enzyme alone for no effect
PriA SSB inh: K. pneumoniae PriA-SSBct interaction inhibition; hit rate 0.6% among 430,000; AID 1272365; AlphaScreen SSBct-PriA binding, biotinylated peptide; inhibition, % at 33 µM; in the data active = inhibition mostly above about 37%, no sharp cut-off; inactive = mostly below about 20%;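 note: plate controls were negative control peptide for no effect and reference peptide for full effect; strong numbers were not always called active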
BoNT-A LC inh2: BoNT A light chain protease inhibition. multiplex microsphere protease substrate cleavage, flow cytometry. inhibition, % at 10 µM. hit rate 0.17% among 360,000. AID 588499; note: plate controls were buffer without enzyme for full effect and enzyme alone for no effect
VHR inh abs: DUSP3 (human) phosphatase inhibition | P51452 | recombinant VHR phosphatase, pNPP absorbance | inhibition, % at 13.3 µM | hit rate 0.52% among 290,000; in the data active = inhibition above about 50%; note: some compounds called inactive have numbers as strong as hits
CCHFV vOTU inh: CCHFV vOTU protease inhibition; Pep-AMC fluorescence; inhibition, % at 11.5 µM; hit rate 0.55% among 370,000; in the data active = inhibition above about 30%; note: 0% = vehicle wells with enzyme and 100% = no enzyme wells
TcdB GH inh: TcdB glycohydrolase inhibition. P18177. inhibition, % at 9.99 µM. TcdB glycohydrolase enzymatic assay, plate reader. hit rate 0.24% among 350,000; in the data active = inhibition above about 10%
BH1578 lux ind: inducers of Vibrio cholerae quorum light production without autoinducers; V. cholerae BH1578 lux reporter, luminescence, 6 h; AID 588436; activation, % at 18.7 µM; hit rate 0.16% among 350,000; in the data active = activation mostly above about 9.7%, no sharp cut-off; inconclusive = no clear call, values can overlap the other calls; inactive = mostly below about 3.7%; note: not every result past the cut was called active; inactives centre near 0; reference of the scale not given here
PfHsp40 yeast: rescue of PfHsp40-mediated yeast toxicity; AID 504582; growth rescue, % at 12.5 µM; S. cerevisiae expressing PfHsp40, growth rescue, ATP luminescence; hit rate 0.68% among 340,000; in the data active = growth rescue above about 28%, passing the limit was not always enough; inconclusive = no clear call, values can overlap the other calls;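 note: yeast W303a lacking pdr1 and pdr3 grown in galactose medium; growth measured after three days at 30 °C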
Yp Topo-I inh: blocks Yersinia pestis topoisomerase I activity; Y. pestis Topo-I cleavage product accumulation, plate reader; activity, % at 10 µM; hit rate 0.064% among 360,000; in the data active = activity above about 50%, passing the limit was not always enough; inconclusive = no clear call, values can overlap the other calls; note: inactives centre near 2
SARS 3CLpro inh: SARS-CoV 3CLpro protease inhibition. P0C6X7. recombinant SARS-CoV 3CLpro, quenched FRET peptide cleavage. inhibition, % at 6 µM. hit rate 0.14% among 290,000; in the data active = inhibition above about 12%
* = called active by the depositor; i = inactive; ? = inconclusive; / = no result given; & = joins results of further samples. Cut-off read from the data, not from the text of the source, unless noted: active = inhibition above about 30%; inconclusive = no clear call, values can overlap the other calls; inactive = below that. A portion of the library. The share of hits here may be higher or lower than overall.

SMILES	Anthrax LF prot	PriA SSB inh	BoNT-A LC inh2	VHR inh abs	CCHFV vOTU inh	TcdB GH inh	BH1578 lux ind	PfHsp40 yeast	Yp Topo-I inh	SARS 3CLpro inh
Cc1cc(NC(=O)CCc2ccc(S(=O)(=O)N3CCOCC3)cc2)n(-c2ccccc2)n1	3	1	-0.3	48	1	/	-0.4	1.3	5	0
CCOc1ccc(NC(=O)N(C2CCCCC2)C(C)c2cccnc2)cc1 (configuration not stated)	-2	-25	-0.7	-13	-1	0.8	0.0	-0.5	2	1
CCCCN(C)C(=O)Cn1ncc2c3ccccc3n(CCC)c2c1=O	-5	-10	1.1	-2	-5	-2.3	-0.7	-0.9	25	-2
CC1CCC(C(C)C)C(OCC(O)CN2CCCC(C)C2)C1 (configuration not stated)	3	8	-0.1	2	22	0.7	-0.7	1.3	5	-2
CC(=O)NC(CCS(C)(=O)=O)C(=O)Nc1ccccc1Cl (configuration not stated)	-2	-9	-0.1	38	9	/	-3.6	0.9	-1	1
Nn1c(SCC(=O)Nc2ccccc2F)nc2ccccc2c1=O	0	11	?	-8	-13	/	0.7	0.6	3	-9
CCOc1cccc(-c2c(C(=O)N/N=C/c3ccc(C)s3)nnn2-c2nonc2N)c1	0	/	-0.8	14	11	0.1	-0.3	0.2	1	3
N#Cc1cccc(C=C(C(=O)c2ccccc2)c2ccccc2)c1	-13	/	-0.6	/	-1	0.8	/	/	/	/
COCCNC(=O)CSc1ccc(-c2nc3ccccc3[nH]2)cn1	2	-8	0.9	4	-12	1.3	-0.6	1.6	-7	-2
O=C(CN1CCCC1c1cccs1)Nc1cccc(S(=O)(=O)N2CCCC2)c1 (configuration not stated)	0	-3	2.1	/	4	1.3	i	0.5	22	/
Cc1cccc(C(=O)NCC(=O)OCC(=O)NC2CCCCC2)c1	-2	-10	-0.1	/	2	-2.2	i	-1.3	6	/
Cc1cc([N+](=O)[O-])nn1Cc1c(F)c(F)c(F)c(F)c1F	-16	-1	10	30	-20	/	-0.1	0.1	-6	-1
O=C(O)C1CC=CCC1C(=O)NCCc1csc(-c2ccccc2)n1 (configuration not stated)	-1	4&-12	-0.9	4	-2	0.5	i	-0.3	-6	1
COc1ccc(NC(=O)CN(C)C(=O)C2CC(=O)N(CCc3ccc(OC)c(OC)c3)C2)cc1 (configuration not stated)	?	3	2.7	/	-2	1.1	0.3	-0.7	-4	/
Cc1ccccc1C(=O)N[C@H](C(=O)OCC(=O)c1ccc[nH]1)C(C)C	2	8	-0.7	17	12	0.9	i	1.4	-2	-2
COC(=O)C1=CN(Cc2ccc(OC)c(OC)c2)C=C(C(=O)OC)C1c1cccc(O)c1	-1	-13	1.0	-11	-169	0.9	i	-0.1	-2	9
COc1cc(OC)c2c(OC)cccc2n1	-2	-2	0.1	-1	4	2.1	i	1.0	-2	3
O=C(Nc1ncc(Cl)cn1)c1cccs1	1	-10	-0.2	7	3	/	-0.7	0.8	-7	6
COc1ccc2c(c1)c(CC(=O)OC(C)C(=O)N(C)C)c(C)n2C(=O)c1ccc(Cl)cc1 (configuration not stated)	11	5	-1.4	-8	7	0.3	i	-1.7	34	-4
CCCN1C(=O)CC(c2ccco2)Sc2ccccc21 (configuration not stated)	-2	3	-0.8	9	-5	3.7	-0.4	0.1	14	-2
O=C(Cn1nc2sc3ccccc3n2c(=O)c1=O)c1cccs1	3	-17	0.3	5	-11	0.4	i	/	3	1
O=C1NC(=O)/C(=C\c2ccc(Oc3cnccn3)cc2)S1	-1	-10	0.4	16	4	/	i	-1.5	2	4
COc1ccc(OC)c(NC(=O)CN2CCc3ccccc3C2)c1	-14	8	-2.9	12	7	1.4	i	0.7	37	1
Brc1ccc(OCc2nnnn2-c2ccccc2)cc1	-2	-9	-0.1	16	7	1.2	-0.3	2.9	22	2
Cc1ccc(NC(=O)c2ccc(OCc3c(C)noc3C)cc2)cc1	/	/	/	6	7	0.7	/	/	/	7
CCOC(=O)N1CCN(C(=O)C(CC)c2ccccc2)CC1 (configuration not stated)	-1	0	0.9	-8	-9	/	i	0.3	4	5
O=C1c2ccccc2C(=O)N1CC(O)COc1cccc2ccccc12 (configuration not stated)	1	/	-0.6	/	3	-0.4	/	/	/	/
C=CCN1c2ccccc2[C@]23C[C@@H](C(=O)OC)N(C(=O)c4ccco4)C2=NC(C(=O)OC)=C(C(=O)OC)[C@H]13	2	-2	0.4	11	-4	1.4	-0.3	-0.2	4	/
Cc1cc(N2CCN(c3ccccc3)CC2)n2ncnc2n1	0	1	-0.4	6	7	-0.6	-0.7	-0.2	8	4
CCOC(=O)C1=C(C)N(CCO)C(=O)NC1c1cccc(O)c1 (configuration not stated)	-2	0	-0.1	8	0	/	i	-0.8	-2	7

A draw from above in order of molar mass, smallest number first.
SMILES	Anthrax LF prot	PriA SSB inh	BoNT-A LC inh2	VHR inh abs	CCHFV vOTU inh	TcdB GH inh	BH1578 lux ind	PfHsp40 yeast	Yp Topo-I inh	SARS 3CLpro inh
CCCN1C(=O)CC(c2ccco2)Sc2ccccc21 (configuration not stated)	-2	3	-0.8	9	-5	3.7	-0.4	0.1	14	-2
O=C(Cn1nc2sc3ccccc3n2c(=O)c1=O)c1cccs1	3	-17	0.3	5	-11	0.4	i	/	3	1
O=C(CN1CCCC1c1cccs1)Nc1cccc(S(=O)(=O)N2CCCC2)c1 (configuration not stated)	0	-3	2.1	/	4	1.3	i	0.5	22	/

(next part)
SMILES	Anthrax LF prot	PriA SSB inh	BoNT-A LC inh2	VHR inh abs	CCHFV vOTU inh	TcdB GH inh	BH1578 lux ind	PfHsp40 yeast	Yp Topo-I inh	SARS 3CLpro inh
O=C(N/N=C/c1ccccc1[N+](=O)[O-])c1cccs1	/	i	/	1	-9	0.4	-1.6	-0.9	1	1
COc1ccc(C(CNC(=O)c2cc(=O)[nH]c3ccccc23)N2CCCC2)cc1 (configuration not stated)	4	-2	0.3	32	-4	/	i	1.1	-2	0
O=c1nc2n(c3cccc(Cl)c13)CCCCC2	2	5	-0.5	0	-9	-2.7	-0.5	-0.1	-2	-3
CCCCNC(=O)Cc1coc2ccc3ccccc3c12	-10	3	0.6	20	16	/	1.2	0.2	-3	2
CCn1c(NC(=O)/C=C/c2ccc(F)cc2)nc2ccccc21	9	-8	2.0	25	9	1.1	-0.3	?	11	0
CCCCCOc1ccc(C(=O)CCC(=O)N2CCCC2)cc1	0	-9	-0.5	2	8	1.2	-0.4	1.6	31	0
CCOC(=O)/C(=C/C1=CC(=C/N(C)C)/C(=O)O1)C(C)=O	-8	2	-0.2	18	1	0.8	-0.6	-0.9	-1	6
Cc1ccc(-c2nc(CS(=O)(=O)CC(=O)Nc3cc(F)ccc3F)c(C)o2)cc1	-6	3	-1.0	17	0	0.1	-0.2	-1.1	3	0
CCNS(=O)(=O)c1ccc(NC(=O)c2ccccc2SCCOC)cc1	3	7	-0.6	10	-15	1.3	-0.3	0.3	5	2
CCOC(=O)c1ccc(NC(=O)c2cccc(S(=O)(=O)N3c4ccccc4CC3C)c2)s1 (configuration not stated)	-1	-15	-0.4	-1	6	/	1.0	1.8	-16	-1
O=C(CSc1nnc(-c2cccs2)o1)N1CCCc2ccccc21	-3	-2	0.2	10	7	/	/	0.0	26	-5
O=c1cc(-c2ccccc2)c2ccc(O)c(CN3CCCCC3)c2o1	-6	-1	-2.0	7	-1	/	i	-1.7	-5	-2
Cc1c(Cl)cnc(NC(=O)COC(=O)c2nn(C)c(=O)c3ccccc23)c1Cl	1	-12	-0.5	-10	7	0.0	i	-1.4	3	-3
COCCN(C(=S)Nc1ccccc1C)C(C)c1cccs1 (configuration not stated)	0	-9	-0.1	0	-11	2.5	3.8	-0.4	-3	0
CC(CCc1ccccc1)NC(=O)C(=O)c1c[nH]c2ccccc12 (configuration not stated)	/	-2	/	10	13	2.5	-0.2	4.8	9	1
S=C1Nc2cc(Cl)ccc2Sc2ccccc21	-3	4	-0.7	2	3	/	-0.4	-1.5	12	1
O=C(COC(=O)CNC(=O)c1ccc2c(c1)OCO2)Nc1ncc(Cl)cc1Cl	-6	-19	-0.7	14	2	-1.0	2.1	0.1	5	-2
CC(=O)[C@H]1CC[C@H]2[C@@H]3CC=C4C[C@@H](O)CC[C@]4(C)[C@H]3CC[C@]12C	-7	-7	-1.2	/	2	-0.6	-0.8	0.1	-5	/
Cc1ccc(CNC(=O)CCS(=O)(=O)c2ccc(C)cc2)cc1	0	-18	-0.6	9	6	-0.7	3.5	0.0	4	1
O=C(CSc1ccc(-c2ccccc2)nn1)N1CCOCC1	-1	-3	0.9	-11	-1	0.1	-0.4	1.4	-7	-1
CCn1c(SCC(=O)N2c3ccccc3Sc3ccccc32)nc2c1c(=O)n(C)c(=O)n2C	-4	-3	-0.8	-6	5	/	-2.8	-1.2	-4	/
COc1ccc(CNC(=S)Nc2cccc(Cl)c2)cc1	0	-18	4.2	/	5	0.4	i	/	-1	/
Cc1cccc(Nc2ncnc3nc[nH]c23)c1C	-4	-7	-0.5	3	-1	-0.3	-0.3	1.3	3	-3
O=C(N1CCOCC1)N(CCN1CCOCC1)Cc1cccc(Cl)c1	-4	-8	-0.3	-14	18	/	i	-1.0	-5	3
CCCN1C(=O)/C(=C/c2c(NCCCOCC)nc3c(C)cccn3c2=O)SC1=S	-1	-3	1.1	4	-3	/	i	-1.6	9	1
O=C(Cc1cccs1)Nc1cccc(-c2nc3cc4ccccc4cc3[nH]2)c1	-3	-24	1.2	-1	-34	0.9	-3.6	77*	-5	-1
Cc1ccc(C(=O)N/C(=C/c2ccc(-c3cccc([N+](=O)[O-])c3)o2)C(=O)NC(C)C)cc1	-4	3	0.1	12	12	/	0.3	-0.4	18	7
CCOC(=O)C1CCN(C(=O)CS(=O)Cc2nc(-c3ccc(C)cc3)oc2C)CC1 (configuration not stated)	-4	4	-0.4	5	-2	-9.2	-0.3	0.6	15	1
CCNC(=S)NNC(=O)c1ccoc1C	-1	-16	-0.5	16	-4	/	i	-1.4	1	-1
CC(C)(C)c1nc2ccccc2c(=O)n1N1C(=O)c2ccccc2C1=O	0	-4	1.6	-1	3	/	i	3.4	-8	-1
O=C(NCCO)c1cccc(S(=O)(=O)N2CCCCC2)c1	-7	-7	-0.6	18	5	/	i	-1.2	-2	4
Cc1c(Br)c([N+](=O)[O-])nn1CC(=O)NCc1cccnc1	-4	-4	-2.2	12	3	0.0	i	-1.4	-3	2
Cc1cc(CNC(=O)Cn2cc([N+](=O)[O-])cn2)c2ccccc2n1	-2	-1	0.1	16	-8	-1.2	i	0.1	-9	-2
O=C(NCc1ccco1)c1ccc(S(=O)(=O)N2CCCCC2)cc1	3	1	-0.8	22	2	0.0	-0.4	-0.8	11	-1
Cc1cc(C)c(C)c(S(=O)(=O)N2CCC(C(=O)NCC(c3ccccc3)N(C)C)CC2)c1C (configuration not stated)	-11	6	0.9	-10	-2	-1.0	i	-1.5	24	2
CC1(C)Oc2ccc(C(=O)N3CCOCC3)cc2N(CC(=O)N2CCOCC2)C1=O	-1	-2	0.6	22	15	-1.1	-0.4	-0.6	-2	1
CC1(C(=O)NC2CCCCC2)CCC(=O)N1Cc1cccs1 (configuration not stated)	3	9	0.2	11	-7	0.0	-0.2	0.2	2	-2
O=C(c1ccc(Cl)cc1)c1c[nH]c(C(=O)NNc2ccccc2)c1	-4	-8	-0.3	2	9	-1.7	-0.3	-0.6	7	-6
CC(CNC(=O)CCCn1ncn2c(cc3occc32)c1=O)c1ccccc1 (configuration not stated)	-2	-6	-1.3	10	2	0.9	i	0.0	10	6
CC(Sc1nnc2c(n1)[nH]c1ccccc12)C(=O)N(C)C1CCCCC1 (configuration not stated)	-2	13	1.0	39	-4	1.8	-0.2	1.2	21	-5
COCCN1CCN(C(=O)C2CCC(=O)N(CCc3ccc(Cl)cc3)C2)CC1 (configuration not stated)	-2	-8	-1.3	14	-1	-0.3	-1.6	0.1	2	-1
